A549 tox: kills or reduces viability of A549 cells in Nrf2 counter-screen | AID 504648 | 390,000 tested, 0.16% active | Potency, µM (titrated, usually from 46 µM), inactives show at the highest dose activity change, negative = cytotoxicity, most hits filed as inhibitors | A549 ARE-Fluc cells, CellTiter-Fluor viability, 18-24 h; further: potency means the concentration at half of the fitted maximal effect; on the % scale 0 is the no-effect control and ±100 the full control effect
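A549 ARE_Fluc cells in 5% FBS OPTI-MEM were exposed to compounds in concentration-response for 18-24 h at 37 deg C. Viability was read by CellTiter-Fluor fluorescence (Ex 405/Em 525) after 30 min, before the luciferase read.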
Nrf2 inh: inhibitors of Nrf2 signaling | A549 ARE-Fluc reporter, luciferase luminescence, 18-24 h | Potency, µM (highest dose often 46 µM), without a hit: at the highest dose activity change, negative = inhibition, usual class: inhibitors | 360,000 tested, 2.1% active; further: potency means the concentration at half of the fitted maximal effect; on the % scale 0 is the no-effect control and ±100 the full control effect; nearly all actives have a fitted effect of over 60% in size
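Concentration-response testing used A549 ARE_Fluc cells at 5000 cells/well. Following an 18-24 h compound incubation, viability was read by fluorescence (Ex 405/Em 525) and luciferase output by luminescence.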
MmCpn inh: blocks the Methanococcus maripaludis chaperonin Mm-Cpn. Potency, µM (titrated, usually from 76.9 µM), without a hit: at the top dose activity, negative = inhibition, actives largely listed as inhibitors. AID 504842. purified Mm-Cpn ATPase, ADP Transcreener TR-FRET. 330,000 tested, 0.031% active; further: potency means the concentration at half of the fitted maximal effect; on the % scale 0 is the no-effect control and ±100 the full control effect; nearly all actives have a fitted effect of over 80% in size
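ATPase turnover read by TR-FRET ADP competition (Eu cryptate antibody/ADP-d2, 665/590 nm): 10uM ATP final, 25nM Mm-CPN final, 30 min 37degC after 10-min compound preincubation, pH 7.4 Tris/KCl/MgCl2/DTT buffer.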
TGFb SMAD3 inh: blocks TGF-b signaling | HepG2 CAGA-GFP TGF-b/SMAD3 reporter, GFP fluorescence, 18 h; TGF-beta stimulated, 500 pg/mL final | Potency, µM (doses to about 46.1 µM), inactives show top-dose activity, negative = inhibition, actives largely listed as inhibitors | 410,000 tested, 1.2% active | AID 588855; further: potency means the concentration at half of the fitted maximal effect; on the % scale 0 is the no-effect control and ±100 the full control effect; nearly all actives have a fitted effect of over 65% in size
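HEPG2 CAGA-GFP reporter cells (1000/well, DMEM with 1% FBS) received compounds, then recombinant TGF-beta at 500 pg/mL final for 18 hours at 37 degrees C. Per-cell GFP summed per well was normalised to unstimulated and stimulated DMSO controls before curve fitting.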
Abeta yeast res: compounds reversing amyloid beta toxicity in yeast; yeast expressing A-beta42, growth rescue, OD600, 48 h; response scale: 0% DMSO, 100% iron-clioquinol control; Potency, µM (top dose mostly 46.1 µM), without a hit: at the top dose growth rescue, hits mostly activators; 410,000 tested, 0.063% active; AID 1347071; further: potency means the concentration at half of the fitted maximal effect; nearly all actives have a fitted effect of over 55% in size
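Yeast growth medium received pinned compounds, then yeast cells expressing toxic A-beta were added; plates incubated at 30 C for 48 hr. Growth read as absorbance at 600 nm, normalized to DMSO and equimolar FeCl3 plus clioquinol controls.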
Nrf2 ARE act: Nrf2 pathway activation | Potency, µM (titrated, usually from 46.1 µM), for the others: at the top dose activation, hits mostly activators | AID 624171 | 410,000 tested, 0.31% active | AREc32 ARE-luciferase reporter (MCF7-derived line), luminescence, 24 h; further: potency means the concentration at half of the fitted maximal effect; % of control where 0% means no effect; nearly all actives have a fitted effect of over 65% in size
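AREc32_Fluc, 1000 cells/well, OPTI-MEM + 5% FBS, o/n 37 deg C 5% CO2; 23 nL cpd by pin tool, 24 hr; Steady-Glo 30 min RT, luminescence.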
HepG2 viability: HepG2 cytotoxicity, counter-screen for TGF-b inhibitors; AID 588856; Potency, µM (series often up to 46.1 µM), inactives show top-dose activity change, negative = cytotoxicity, hits mostly cytotoxic; 410,000 tested, 0.76% active; HepG2 CAGA-GFP viability, ATP luminescence, 18 h; further: potency means the concentration at half of the fitted maximal effect; some results filed as inactive show a strong effect at the top dose
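CellTiter-Glo luminescence gave cytotoxicity after 18 hours at 37 degrees C. The cells were HepG2 CAGA-GFP in 1% FBS DMEM, stimulated with 500 pg/mL TGF-beta after compound addition. %Activity was normalised to no-cell wells (complete cell-killing) and DMSO (no toxicity), and curves were fitted and classified.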
CCT chaperon mod: changes cytosolic chaperonin activity; purified chaperonin ATPase assay, HTRF ADP detection, 30 min; activity change, % (test concentration not listed), hits read low; 360,000 tested, 0.3% active; AID 651819; in the data active means activity change below about -30%; further: on the % scale 0 is the no-effect control and ±100 the full control effect
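Enzyme 40 or 20 nM (batch-dependent) in Tris pH 7.4/KCl/MgCl2/DTT; cpd 76 uM single point; ATP 10 uM; 30 min 37 °C; Transcreener ADP HTRF detection, 30 min RT; ratio 665/615.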
pAkt inh: inhibitors of Akt phosphorylation; AID 651550; activity change, % for hits at 50 µM; Neuro2A IGF-stimulated pAkt S473 HTRF, 20 min; hits give low values; 360,000 tested, 0.32% active; in the data active means activity change below about -80%; inconclusive means mostly about -51% to -80%; further: on the % scale 0 is the no-effect control and ±100 the full control effect
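Neuro2A cells in DMEM with 0.5% FBS, overnight at 37 deg C, given compound at single 50 µM final, then IGF (6 nM final) for 20 min at 37 deg C. Lysed; phospho-Akt Ser473 by HTRF after 24 h, 665/615 ratio.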
* marks the source's active call; other numbers are inactive results; i = inactive; ? = inconclusive; . = no result given; [ ] = remark or other dose. Unless noted, the call rests on the fitted dose curve; in most records, active means well fitted curve in the direction sought with a large enough effect; inconclusive means small, poorly fitted or top-dose-only effect, or another doubt; inactive means no such curve, though single readings can be large; an effect the other way counts as inactive or inconclusive. Rows were taken by chance, and some 4.3% of all compounds hit somewhere here.

SMILES | TGFb SMAD3 inh | A549 tox | Nrf2 ARE act | MmCpn inh | CCT chaperon mod | Abeta yeast res | Nrf2 inh | HepG2 viability | pAkt inh
CC1C(=O)O[C@@H]2C[C@@H](C)[C@@H]3CCC(=O)[C@@]3(C)[C@@H](O)[C@H]12 (stereo not given in full) | ? | -6% | -1.1% | -1% | -1.0 | -14% | -10% | 7% | i
CC1(C(=O)NCc2ccccc2)Cc2c(-c3ccccc3)ccnc2O1 (stereo not given) | ? | . | 1.9% | . | 1.1 | -7% | . | -1% | i
CC1CCN(S(=O)(=O)c2cccc(C(=O)Nc3ccccn3)c2)CC1 | -1% | -3% | 5.2% | -1% | -0.1 | -26% | -19% | -12% | i
CC1(C)CC(=O)C=C(NCc2ccccc2)C1 | -7% | 12% | -0.5% | -2% | -0.8 | -19% | -7% | -24% | i
O=C(CCN1C(=O)S/C(=C/c2ccccc2)C1=O)Nc1ccc(C(=O)O)c(O)c1 | 3% | 1% | -0.5% | 1% | -0.2 | 10% | 4% | 2% | .
O=C(CSc1nc2ccccc2o1)Nc1ccccc1 | -16% | -1% | 3.3% | 3% | 0.2 | 3% | 13% | -25% | i
CN(C)c1ccc(C(=O)NCC(c2cccs2)N2CCOCC2)cc1[N+](=O)[O-] (stereo not given) | -12% | -10% | 0.3% | 1% | 0.0 | -4% | 4% | -2% | i
O=S(=O)(NCc1cccnc1)c1cccc2nsnc12 | 20% | -1% | -0.9% | 3% | -2.8 | -4% | ? | -12% | i
COC(=O)c1cc(O)cc(OC)c1C(=O)c1c(O)cc(C)cc1O | ? | -7% | 18% | -1% | -2.8 | -4% | 8% | -11% | i
COc1ccc(OC)c(S(=O)(=O)Nc2ccc(O)c3ccccc23)c1 | ? | -11% | 0.7% | -7% | -1.9 | -27% | -9% | -87% | i
NS(=O)(=O)c1ccc(NC(=O)Cn2nc(C(=O)O)c3ccccc3c2=O)cc1 | 25% | 1% | 0.2% | -1% | -1.2 | -2% | 7% | 17% | i
Cc1ccnn1-c1ccc(C(=O)N2CCCN(S(=O)(=O)c3ccc(F)cc3)CC2)cc1 | -10% | 11% | -0.3% | 2% | -0.9 | -15% | ? | -13% | i
Cc1cccnc1NC(=O)c1cccc(S(=O)(=O)N2CCN(c3ccccc3)CC2)c1 | -21% | 1% | 0.0% | 1% | -1.6 | 14% | ? | -1% | i
Cc1nn(C)c(Cl)c1C(=O)NCC(=O)NCc1ccccc1 | -13% | -7% | -0.2% | -3% | -1.5 | 7% | -9% | -3% | i
O=C(N/N=C\c1cc([N+](=O)[O-])ccc1N1CCCC1)c1ccccn1 | 23% | -28% | 5.4% | 0% | -0.4 | -15% | -8% | 9% | i
CCC(Sc1nc(=O)cc(N)n1CCc1ccccc1)C(=O)Nc1ccccc1C#N (stereo not given) | 1% | -2% | 2.1% | -4% | -0.1 | 2% | 8% | 3% | i
O=C(Nc1cccc(Cl)c1)c1cc(S(=O)(=O)N2CCC3(CC2)OCCO3)ccc1F | 0% | -10% | 8.5% | . | . | 9% | . | -23% | .
CCOc1ccc(-c2nc3scc(-c4cccs4)c3c(=O)[nH]2)cc1 | -15% | 1% | 2.7% | -8% | 1.0 | 11% | ? | 0% | i
CCOc1ccc(CNC(=O)C2CCN(Cc3cc4ccccc4n3Cc3ccccc3C)CC2)cc1 | 6% | -14% | 3.1% | . | . | 1% | . | 5% | .
CC(=O)N1CCCc2cc(S(=O)(=O)N(Cc3ccccc3)C(C)C)ccc21 | -20% | -12% | 3.5% | . | . | -11% | . | -30% | .
Cc1cc(C(=O)CSc2nnnn2C)c(C)n1C1CC1 | -10% | -4% | -0.3% | 0% | 1.3 | 3% | ? | -6% | i
CC(C)Sc1nc(N2CCOCC2)c2c3c(sc2n1)COC(C)(C)C3 | 9% | . | 0.2% | -4% | -1.8 | 0% | 15µM* | -22% | i
Cc1cc(C(=O)c2cnc(/N=C/N(C)C)s2)c(F)cc1Cl | -11% | -3% | 1.5% | -7% | 2.2 | -11% | 3% | 1% | i
CCCCNC(=O)C[C@@H]1C[C@@]2(C(=O)OCC)CCCC=C2N(Cc2ccco2)C1=O | . | . | -0.8% | . | -0.8 | -7% | . | . | i
CCS(=O)(=O)Nc1ccc(-c2cn3ccsc3n2)cc1 | . | 2% | 9.7% | . | . | -13% | . | -5% | .
Cc1[nH]c2ccccc2c1C(=O)CN1C(=O)NC2(CC(C)CC(C)(C)C2)C1=O (stereo not given) | -13% | 25% | -3.3% | 1% | -1.8 | -13% | ? | -19% | i
Cc1cccc(C(=O)N2CCc3cc(CNC(=O)c4ccc(Br)o4)ccc32)c1 | ? | -10% | -1.2% | . | . | -25% | . | -19% | .
O=C(CCOc1ccccc1)Nc1ccnn1C1CCN(Cc2ccc(F)cc2)CC1 | 6% | -5% | -1.0% | -4% | 0.9 | 9% | 2% | -28% | i
CC(C)Cn1c(=O)c(C(=O)Nc2cnccn2)c(O)c2ccccc21 | 9% | -1% | 0.0% | 0% | -2.9 | 7% | 1% | -12% | i
COCCn1nnnc1C(c1cccc(OC)c1OC)N1CCN(C(=O)c2ccco2)CC1 (stereo not given) | 9% | -3% | -0.2% | -3% | 0.3 | 6% | ? | 4% | i
CS/C(=C(/C#N)S(=O)(=O)c1ccc(Cl)cc1)N1CCOCC1 | -25% | -2% | 0.1% | -1% | -1.9 | -5% | -11% | -19% | i
NS(=O)(=O)c1cc(C(=O)OCC(=O)NC2CC2)ccc1Cl | 25% | -1% | 0.0% | 2% | -3.2 | 14% | . | 5% | i
O=C(Nc1cccc2ncccc12)c1cccc(F)c1 | 31%[activator] | -2% | 8.0% | 1% | -0.4 | 1% | . | 0% | -107%*
CC(=O)c1ccc(NC(=O)C2CCCN2S(=O)(=O)c2cccc3cccnc23)cc1 (stereo not given) | 3% | -1% | -1.0% | 1% | -2.7 | 12% | 2% | 3% | i
COc1ccc(CC(=O)NCC(=O)Nc2ccccc2Br)cc1 | 9% | 0% | 1.5% | 2% | 1.0 | 2% | -9% | 8% | i
CCOC1(OCC)N=C(N)C2(C#N)C(c3cccc(C)c3)C12C#N (stereo not given) | 5% | -2% | 0.6% | 1% | -0.3 | 11% | 13% | 10% | i
COc1ccc(CCN=C(C)C2=C(O)C(c3ccccc3)OC2=O)cc1OC (stereo not given) | ? | 0% | 0.9% | 1% | -19 | -8% | ? | -8% | i
CCCCN(C(=O)CSc1nc(CCC)cc(=O)[nH]1)c1c(N)n(Cc2ccccc2)c(=O)[nH]c1=O | 9% | 2% | -0.4% | 0% | -0.9 | -8% | 0% | 0% | i
Cc1ccc(Cn2c(SCC(=O)N3CC(=O)Nc4ccccc43)nc3ccccc3c2=O)cc1 | -21% | -6% | 0.2%[9.22 µM] | ? | -0.8 | 5% | ? | -4% | i
CN1CCOCCOCCOCCN(C)C1=S | -5% | 1% | -0.6% | 1% | 2.8 | -13% | 1% | -19% | i
CCN(c1ccccc1)S(=O)(=O)c1ccc(C(=O)N(C)Cc2cccs2)cc1 | -25% | 4% | -0.8% | 0% | -3.6 | 20% | -23% | -8% | i
O=C(CCN1C(=O)S/C(=C\c2ccccc2)C1=O)NC1CCS(=O)(=O)C1 (stereo not given) | 18% | -5% | 0.5% | 0% | -1.8 | -2% | 7% | 3% | i
O=C(NC1CCCCC1)C(c1cccs1)N(CCCN1CCOCC1)C(=O)c1ccc(-c2ccccc2)[nH]1 (stereo not given) | -23% | -12% | 7.6% | -1% | -1.8 | 9% | 4% | -22% | i
Cc1cc(C)cc(C(=O)N2CCC(CCC(=O)NC3CC3)CC2)c1 | 18% | 0% | 1.3% | 2% | -4.0 | 12% | -10% | -2% | i
CCN(CC)C(=O)c1cc2cc([N+](=O)[O-])ccc2s1 | 17% | 0% | 2.0% | 0% | -2.7 | -6% | . | -4% | i
COc1ccccc1N1CCN(CCC(=O)Nc2ccc3c(c2)OCO3)CC1 | 9% | 1% | -0.1% | -1% | -0.8 | -10% | 15% | -9% | i
CCN(C#N)c1nc(NC(C)C)nc(NC(C)C)n1 | 5% | 6% | 3.0% | 1% | -0.7 | 11% | -34% | -7% | i
Cc1ccnc(NC(=O)c2cccc(OC(F)F)c2)n1 | -1% | 0% | 5.7% | 0% | -1.0 | 5% | ? | -16% | i

Arranged by the number under CCT chaperon mod (low to high): some entries from above
canonical_smiles	CCT chaperon mod
Cc1cc(C)cc(C(=O)N2CCC(CCC(=O)NC3CC3)CC2)c1	-4.0
CCN(c1ccccc1)S(=O)(=O)c1ccc(C(=O)N(C)Cc2cccs2)cc1	-3.6
O=C(NC1CCCCC1)C(c1cccs1)N(CCCN1CCOCC1)C(=O)c1ccc(-c2ccccc2)[nH]1 (stereo not given)	-1.8

(listing goes on)
SMILES | TGFb SMAD3 inh | A549 tox | Nrf2 ARE act | MmCpn inh | CCT chaperon mod | Abeta yeast res | Nrf2 inh | HepG2 viability | pAkt inh
Cn1c(SCc2ccccc2)nnc1-c1cccs1 | 3% | 2% | 2.1% | -1% | -3.3 | 11% | ? | 5% | i
OCCNc1ncnc2c1ncn2[C@H]1CN(C2CCCC2)C[C@@H](CO)O1 | 0% | . | -0.6% | . | 0.5 | -13% | . | 6% | i
O=C(c1ccc(COc2ccccc2Br)o1)N1N=C(C(F)F)CC1(O)C(F)F (stereo not given) | ? | -2% | -1.8% | -1% | -0.8 | 5% | ? | -88% | i
CCOC(=O)N1CCN(C(=O)CSc2nc(C)nc3c2c(=O)n(C)c(=O)n3C)CC1 | 15% | -9% | 0.3% | -1% | -1.4 | 13% | 11% | 2% | i

Screens as filed in PubChem BioAssay.
